WT yeast gro inh: growth inhibition of WT strain, primary screen, mitochondrial fusion inhibitor project, WT and mutant strains, chemical genetic. mitochondrial fusion phenotypic screen. inhibition, % at 10 µM. 190,000 tested, 2.1% active. AID 1362, 2008; in the data active means inhibition above about 58%; tested in S. cerevisiae
West Nile antiviral: West Nile virus antiviral activity, cell-based, CPE readout (AID 1621). West Nile virus-infected cells, CPE inhibition; higher % means a stronger effect. one-dose CPE inhibition, % at 10 µM; IC50 in µM for titrated hits. 290,000 tested, 0.02% active; in the data active means a potency from the dose series; inconclusive means CPE inhibition mostly from about 3.7% at the one dose, without a potency; inactive means the rest, 99 in 100 with CPE inhibition below about 2.2%; further: strong numbers were not always called active
Hep lipid drop: inhibitors of hepatocyte lipid droplet formation, primary screen, imaging, high-throughput imaging, BODIPY stain; AML12 mouse hepatocytes, oleate lipid droplets; inhibition, % at 6.5 µM; 240,000 tested, 0.4% active; AID 1656, 2009;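 active means lipid droplet intensity inhibited by at least 50%, with more than 500 cells counted; inconclusive means wells with under 300 cells, treated as cytotoxic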
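Assay system: AML12 mouse liver cells | Compound: 6.5 µM single-point dosing | Schedule: Overnight exposure | Technique: Fluorescence imaging, 20x objective, two fields per well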
MT stabilizer: microtubule stabilizers in HeLa cells, primary screen, imaging, high-content imaging; HeLa tubulin immunostaining HCS, 24 h; share of cells brighter than vehicle mean+2SD; % tubulin-high responders, % at 10 µM; 200,000 tested, 0.83% active;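 active means plate Z-score above 3 for both tubulin-high and condensed-nucleus cell shares, with cell loss under 80%, at 10 µM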;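 further: anti alpha tubulin signal scored within the nucleus-defined area of each cell; some results filed as inactive read as strong as hits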
Myeloid diff MLP: induction of myeloid progenitor differentiation, primary screen, cell-based, flow cytometry, MLPCN library; AID 624256, 2012; ER-HoxA9 myeloid progenitors, lysozyme-GFP differentiation; 360,000 tested, 1% active; calls only at 10 µM;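 active means normalized GFP-positive differentiation at or above the plate's own cutoff, the solvent-only control mean plus 3 SD; inconclusive means no clear call, values can overlap the other calls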;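 further: cells exposed to compound for four days before flow analysis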
Ins promoter up: insulin promoter activators in MIN6 cells, imaging, high-content screening, mouse beta cells; z-score at 5 µM; MIN6 insulin promoter-GFP reporter; hits give high values; 190,000 tested, 0.3% active;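 active means z-score above 3 at 5 µM with at least 500 cells counted in the well; inconclusive means wells under 500 cells, flagged as cytotoxic or low count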
Autophagy mod: autophagy modulators in MEF cells, primary screen, imaging, high-content, MEF GFP-LC3 | AID 463193, 2010 | 190,000 tested, 0.98% active | MEF GFP-LC3 puncta imaging; test concentration mostly 10 µM | calls only at 10 µM (by protocol);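 active means percentage of spot-positive cells more than 3 SD above its plate mean, without a fluorescence outlier flag or 80% toxicity; inconclusive means no clear call, values can overlap the other calls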;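 further: spot-positive cell cutoff set from DMSO-treated cells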
T cell modulator: modulators of CD8 T cell-vesicle binding, primary screen, mouse 2C CD8+ T cells, flow cytometry. 2C CD8+ T cell-vesicle binding; hits give low values. calls only at 7 µM. 330,000 tested, 0.068% active. AID 2052, 2009;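 active means response, share of CD8 T cells binding vesicles, and their 90th percentile fluorescence all below set limits, cut at about 80% in these data, passing the limit was not always enough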
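incubation = binding step 1.5 h, 37 °C, antibody labelling 20 min, ice | test system = 2C mouse CD8+ T cells | read-out basis = percent CD8+ FL2 mean versus row control | controls = Peptide-free naked vesicles (low) and QL9 vesicles with 0.7% DMSO vehicle (high) | detection = flow cytometry of vesicle-bound cells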
bCat nuc transl: modulators of beta-catenin nuclear translocation, primary screen, imaging, HeLa cells, immunofluorescence, high-content. nuclear translocation activity, % at 5 µM. 190,000 tested, 0.3% active;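 active means nuclear translocation activity above 50% at 5 µM, with a well cell count of 50 or more; inconclusive means wells under 50 cells across six images, flagged as toxic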;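 further: per-cell ratio of nuclear to cytoplasmic median beta-catenin stain intensity; plate controls were DMSO negative control for no effect and GSK-3 inhibitor IX positive control for full effect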
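Test system: human HeLa cell line; Doses: 5 µM primary, 0.02–20 µM confirmation; Incubation: 24 h compound exposure, 37°C; Detection: beta-catenin immunofluorescence imaging with DAPI; Read-out: beta-catenin nuclear/cytoplasmic ratio, % activation.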
WT yeast gro inh mutant strain: recorded beside WT yeast gro inh, whose call it bears; inhibition, %; mitochondrial fusion phenotypic screen, mutant strain inhibition
Ins promoter up cell count: further read-out of Ins promoter up, marked with its call; cell count; measured here: cytotoxicity, nuclei count;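 total cells summed across four imaged fields per well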
Hep lipid drop cells 6.5 µM: recorded beside Hep lipid drop, whose call it bears; cell count; measured here: cell count, cytotoxicity flag;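 cells counted across two imaged fields per well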
bCat nuc transl cell count 5 µM: recorded beside bCat nuc transl, whose call it bears; cell count; measured here: cell count, cytotoxicity flag
T cell modulator vesicle-bound %: second read-out of T cell modulator, no call of its own (marks repeat the call); double positive events, %; measured here: CD8+ vesicle-bound cell fraction;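 binding gate set so that unloaded-vesicle control wells show 10% double positive cells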
MT stabilizer Hoechst-high %: also measured in MT stabilizer; calls as there; % Hoechst-high responders; measured here: nuclear condensation Hoechst responders;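 share of cells brighter than vehicle mean plus two SD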
MT stabilizer cytotoxicity %: recorded beside MT stabilizer, whose call it bears; toxicity, %; measured here: cytotoxicity by cell density;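 0% = mean cell density of plate MIN control wells and 100% = no cells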
Autophagy mod cell loss 18 h: also measured in Autophagy mod; calls as there; toxicity, %; measured here: cell loss, nuclei count;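 cell loss after 18 h compound exposure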
Myeloid diff MLP GFP+ MAC1+ %: further read-out of Myeloid diff MLP, marked with its call; GFP+ MAC1+ double positive, %; measured here: differentiation confirmed by MAC1 staining
Numbers without * were called inactive; i = inactive; ? = inconclusive; / = no result given.

Compound	WT yeast gro inh	WT yeast gro inh mutant strain	West Nile antiviral	Hep lipid drop	Hep lipid drop cells 6.5 µM	MT stabilizer	MT stabilizer Hoechst-high %	MT stabilizer cytotoxicity %	Myeloid diff MLP	Myeloid diff MLP GFP+ MAC1+ %	Ins promoter up	Ins promoter up cell count	Autophagy mod	Autophagy mod cell loss 18 h	T cell modulator	T cell modulator vesicle-bound %	bCat nuc transl	bCat nuc transl cell count 5 µM
Cc1cccc(OCc2nnc(SCC(=O)c3cccs3)n2C)c1C	38	32	-1.0%	/	/	1.6	2.7	5.1	i	5.9	-0.07	1431	i	0	i	35	-4.3	1012
CCc1ccc(OCC(=O)NC(NC(=S)Nc2ccccc2C)C(Cl)(Cl)Cl)cc1 (stereo unspecified)	11	-9	-1.3%	1	736	4.2	3.3	6.8	i	1.0	-0.38	1280	i	16	i	11	0.2	1094
CCC(=O)Nc1ccc(N/C(N)=N/c2nc(C)cc(C)n2)cc1	/	/	-0.8%	-6	703	/	/	/	i	0.6	-0.65	1460	/	/	i	38	0.2	1138
CCN1CCCC1CNC(=O)Cn1nc(C)n2nc(-c3ccccc3)cc2c1=O (stereo unspecified)	/	/	-0.1%	-27	760	/	/	/	i	0.4	/	/	/	/	i	47	/	/
O=C(CCS(=O)(=O)c1ccccc1)OCc1ccc([N+](=O)[O-])cc1	/	/	-0.5%	10	664	/	/	/	i	0.8	/	/	/	/	i	21	/	/
CCOC(=O)c1ccc(CC(=O)c2oc3cc(O)ccc3c2C)o1	12	27	-0.1%	/	/	4.1	3.2	10	i	4.4	0.19	1282	i	4	i	34	-0.1	1151
Cc1ccc(NC(=O)CSc2nc(N)cc(=O)[nH]2)cc1Cl	-7	1	0.1%	-4	640	3.7	3.1	6.0	i	0.1	0.53	1607	i	4	i	22	-1.9	1090
COC(=O)/C(=C/c1cccc([N+](=O)[O-])c1)NC(=O)c1ccc(OC)cc1	-7	-20	-0.7%	-4	625	1.3	1.9	6.1	i	0.8	0.07	1226	i	-3	i	43	0.3	953
S=C(NCCc1ccccc1)NC1CCC(NC(=S)NCCc2ccccc2)CC1 (stereo unspecified)	-30	1	0.0%	-7	671	2.9	2.6	4.7	i	0.3	/	/	i	-2	i	51	0.3	1534
Cc1ccc(NC(=O)C2CCN(S(=O)(=O)c3ccc4c(c3)CCCC(=O)N4)CC2)cc1N(C)C	/	/	0.5%	0	694	/	/	/	i	0.6	/	/	/	/	i	22	/	/
Cc1ccc(-c2nc3cccnc3s2)cc1NS(=O)(=O)c1ccc2c(c1)CCCC2	26	21	-0.2%	-7	702	3.0	1.9	9.2	i	3.8	-0.81	1167	i	24	i	38	2.9	568
O=C1CNC(=O)N1	/	/	0.6%	-2	760	/	/	/	i	1.3	/	/	/	/	i	14	/	/
Cc1ccc(NC(=O)CNS(=O)(=O)c2cccs2)cc1F	10	-7	-0.6%	2	734	2.7	1.5	10	i	2.3	0.2	1124	i	28	i	51	1.3	457
CCN1CCN(c2cc(C)c3cc(NC(=O)c4ccc5c(c4)OCO5)ccc3n2)CC1	18	5	?	-4	579	3.9	3.1	6.9	i	4.3	/	/	/	/	i	45	-2.7	1130
Cc1[nH]n(-c2ccccc2)c(=O)c1N=Nc1ccc(C#N)cc1	/	/	0.2%	0	797	/	/	/	i	0.9	/	/	/	/	i	64	/	/
O=[N+]([O-])c1ccc2nc(NS(=O)(=O)c3ccc(F)cc3)sc2c1	/	/	-0.5%	-5	800	/	/	/	?	/	/	/	/	/	i	51	/	/
COc1cccc(CCNC(=O)C2CCCN(c3ncnc4c3nc3n4CCCCC3)C2)c1OC (stereo unspecified)	/	/	0.6%	-13	753	/	/	/	i	2.7	/	/	/	/	i	9	/	/
O=C(Nc1ccc(Oc2ccc(Cl)cc2)c(Cl)c1)c1cc(I)cc(I)c1O	/	/	-1.3%	5	759	/	/	/	i	1.6	/	/	/	/	i	25	/	/
Cc1nc(Sc2ccc(Cl)cc2)c(C#N)c(C)c1[N+](=O)[O-]	/	/	3.2%	-2	651	/	/	/	i	0.5	-0.81	1186	/	/	i	37	9.3	933
NS(=O)(=O)c1ccc(CCNC(=O)CN2CCCCCC2)cc1	-10	-13	0.6%	3	705	3.1	2.3	7.2	i	0.3	0.62	1213	i	-4	i	48	-2.0	1114
COC(=O)Nc1ccc(S(=O)(=O)N2CCC(C(=O)N3CCC(C)CC3)CC2)cc1	6	14	-0.8%	2	695	1.9	1.4	6.6	i	0.3	-1.4	1265	i	14	i	51	-0.3	1092
CC(C)CNC(=S)NC(=O)c1ccc([N+](=O)[O-])cc1	7	31	-0.1%	/	/	2.2	1.6	4.6	i	1.6	-0.23	1556	i	9	i	22	-0.1	1357
COc1cccc(CNC(=O)CCS(=O)(=O)c2cccs2)c1	2	5	0.7%	/	/	3.2	1.0	5.6	i	0.9	-0.27	1663	i	-4	i	22	-1.3	1380
CC(=O)Nc1cccc(NC(=O)CSc2nnc(NC(=O)c3ccco3)s2)c1	/	/	-0.2%	6	812	/	/	/	i	1.7	/	/	/	/	i	56	/	/
Nc1ccc(C(=O)Nc2ccco2)cc1	3	8	0.3%	2	771	4.3	1.7	7.6	i	2.7	0.57	1073	i	-6	i	18	-0.1	1179
O=C(c1ccc2nc[nH]c2c1)N1CCN(c2ncc(C(F)(F)F)cc2Cl)CC1	/	/	0.7%	-1	781	/	/	/	i	0.7	/	/	/	/	i	18	/	/
COc1ccc2ccc(Oc3ncccn3)cc2c1	-15	-19	/	-1	727	3.0	2.6	14	i	0.6	1.7	908	i	12	i	49	-5.4	1146
CCn1c(C)nc2cc(S(N)(=O)=O)ccc21	-3	4	0.2%	0	715	1.3	1.9	9.7	i	0.0	/	/	i	-3	i	54	-0.9	1094
CC(=O)Nc1ccc(-c2csc(NC(=O)C3CCN(S(=O)(=O)c4cccs4)CC3)n2)cc1	17	7	-0.5%	0	658	3.5	3.0	4.2	i	0.4	-1.1	601	i	10	i	55	/	/
O=C(CSc1ccc(Cl)cc1)NC1CCCc2ccccc21 (stereo unspecified)	6	9	-0.6%	-6	604	2.7	1.6	5.1	i	0.9	0.51	1299	i	16	i	39	0.1	511
CC(C)CCNC(=O)CCCCn1c(=O)[nH]c2ccsc2c1=O	-12	11	0.0%	-7	683	2.8	2.0	8.1	i	0.5	0.1	1239	i	-2	i	44	-1.8	1157
COc1ccc(CCNC(=O)CC2SC(=NCCC(C)C)NC2=O)cc1OC (stereo unspecified)	-9	-10	-0.4%	-6	641	4.3	2.9	7.2	i	0.5	0.03	1595	i	2	i	46	-0.5	1157
Cc1nnc(SCC(=O)O)o1	-6	-8	0.4%	11	754	2.4	1.4	6.5	i	0.1	0.12	1394	i	-4	i	64	-1.1	1064
CC1=C(C(=O)OCc2ccccc2)C(c2ccccc2-c2ccccc2)NC(=O)N1CCCCCC(=O)O (stereo unspecified)	15	7	-0.4%	1	759	4.8	2.5	3.7	i	0.3	-0.57	1041	i	-1	i	25	-2.2	570
O=C(NCc1nnc(SCC(=O)N2CCCCCC2)o1)c1ccccc1F	/	/	0.0%	4	672	/	/	/	i	0.0	/	/	/	/	i	26	/	/
N#CCCN(C(=O)COC(=O)c1ccc2c(=O)n3c(nc2c1)CCC3)c1ccc(F)cc1	-4	2	0.9%	15	691	5.6	2.8	6.2	i	1.7	0.47	1454	i	-9	i	45	0.6	1534
CN(Cc1nc(-c2cnccn2)no1)C1CC(C)(C)NC(C)(C)C1	-6	-13	0.0%	11	751	1.0	1.0	6.9	i	1.2	0.44	1448	i	1	i	25	0.5	959
COc1ccccc1CNC(=O)CN1CCC(n2cnc3cc(F)ccc32)CC1	3	-2	-0.8%	7	705	4.3	2.5	11	i	0.4	-0.08	1642	i	3	i	43	1.8	1090
CCn1ncc(Br)c1C(=O)Nc1ccc(-c2ccno2)cc1	/	/	-0.6%	-1	719	/	/	/	i	2.8	/	/	/	/	i	8	/	/

Ordered by value in T cell modulator vesicle-bound % (low to high): some entries from above
molecule,T cell modulator vesicle-bound %
N#CCCN(C(=O)COC(=O)c1ccc2c(=O)n3c(nc2c1)CCC3)c1ccc(F)cc1,45
COC(=O)Nc1ccc(S(=O)(=O)N2CCC(C(=O)N3CCC(C)CC3)CC2)cc1,51
CC(=O)Nc1cccc(NC(=O)CSc2nnc(NC(=O)c3ccco3)s2)c1,56

Reformatted: entries from further up.
O=C(c1ccc2nc[nH]c2c1)N1CCN(c2ncc(C(F)(F)F)cc2Cl)CC1
  WT yeast gro inh = /
  WT yeast gro inh mutant strain = /
  West Nile antiviral = 0.7%
  Hep lipid drop = -1
  Hep lipid drop cells 6.5 µM = 781
  MT stabilizer = /
  MT stabilizer Hoechst-high % = /
  MT stabilizer cytotoxicity % = /
  Myeloid diff MLP = i
  Myeloid diff MLP GFP+ MAC1+ % = 0.7
  Ins promoter up = /
  Ins promoter up cell count = /
  Autophagy mod = /
  Autophagy mod cell loss 18 h = /
  T cell modulator = i
  T cell modulator vesicle-bound % = 18
  bCat nuc transl = /
  bCat nuc transl cell count 5 µM = /

COc1ccccc1CNC(=O)CN1CCC(n2cnc3cc(F)ccc32)CC1
  WT yeast gro inh = 3
  WT yeast gro inh mutant strain = -2
  West Nile antiviral = -0.8%
  Hep lipid drop = 7
  Hep lipid drop cells 6.5 µM = 705
  MT stabilizer = 4.3
  MT stabilizer Hoechst-high % = 2.5
  MT stabilizer cytotoxicity % = 11
  Myeloid diff MLP = i
  Myeloid diff MLP GFP+ MAC1+ % = 0.4
  Ins promoter up = -0.08
  Ins promoter up cell count = 1642
  Autophagy mod = i
  Autophagy mod cell loss 18 h = 3
  T cell modulator = i
  T cell modulator vesicle-bound % = 43
  bCat nuc transl = 1.8
  bCat nuc transl cell count 5 µM = 1090
